From PubChem BioAssay
TRPC4 inh – TRPC4 (mouse) channel inhibition. Q9QUQ5. HEK293 TRPC4beta/mu-opioid, DAMGO-evoked Fluo4 calcium flux; active compounds read low. B-score at 10 µM. 0.39% of 300,000 active. AID 2247;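 active means B-score over 3 SD under the library average, no early fluorescence shift, positive overall ratio signal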
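Assay system: HEK293 cells with stable TRPC4beta plus mu-opioid receptor expression. Dosing: single dose. Measured by: Fluo4 Ca2+ flux fluorescence. Also added: DAMGO in two steps, submaximal then maximal. Read-out: B score from integrated Fluo4 fluorescence ratio.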
TRPC4 act – activators of mouse TRPC4 channel; Q9QUQ5; HEK293 TRPC4beta/mu-opioid, Fluo4 calcium fluorescence; active compounds read high; B-score at 10 µM; 0.49% of 310,000 active; AID 2237;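 active means B-score above 5 SD of library B-scores, and initial fluorescence ratio not above library mean plus 5 SD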;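 further: positive B-score marks a calcium rise read as TRPC4 activation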
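Incubation: 45 min room-temperature Fluo4 loading, 110 s read / System: HEK293 cells stably co-expressing mouse TRPC4beta and mu-opioid receptor / Signal: Fluo4 fluorescence, kinetic / Control set: buffer (low) and maximal DAMGO (high) / Measure: integrated baseline-normalised fluorescence ratio, converted to per-well B score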
MrgX1 PAM – human MrgX1 positive allosteric modulation, primary screen; AID 588675; Q96LB2; MrgX1-HEK293, Fluo-4 calcium flux, FDSS; active compounds read high; B-score at 10 µM; 0.63% of 310,000 active;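 active means plate-corrected calcium response at least 3 library SD above typical, normal starting fluorescence, not activating the receptor alone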;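 further: compound read alongside a low EC10 to EC30 dose of BAM8-22 agonist; peak minus trough fluorescence over baseline measured at the second addition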
Target sequence (Q96LB2 whole entry, looked up): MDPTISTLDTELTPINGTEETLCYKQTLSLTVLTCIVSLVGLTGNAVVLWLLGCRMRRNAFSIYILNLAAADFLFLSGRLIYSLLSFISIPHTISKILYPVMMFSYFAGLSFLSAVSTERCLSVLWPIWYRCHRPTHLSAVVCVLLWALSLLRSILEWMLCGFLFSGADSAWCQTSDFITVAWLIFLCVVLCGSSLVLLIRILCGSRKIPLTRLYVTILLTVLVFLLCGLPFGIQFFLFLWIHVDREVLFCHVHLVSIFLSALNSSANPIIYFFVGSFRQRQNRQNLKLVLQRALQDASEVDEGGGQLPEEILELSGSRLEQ
MrgX1 antagonist – antagonists of human MrgX1 receptor | B-score at 10 µM | 1.3% of 310,000 active | Q96LB2 | MRGX1-HEK293 calcium flux, Fluo-4, BAM8-22 antagonism; active compounds read low;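 active means calcium-response B-score plate-corrected more than 3 library SD below zero, starting fluorescence within 5 deviations, no agonist response on first addition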;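 further: peak minus trough fluorescence over baseline after final BAM8-22 challenge near maximal dose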
HIF act – HIF pathway transcriptional activation. U2OS HRE-luciferase reporter, luminescence; normalized: DMSO 0%, desferrioxamine 100%. activation, % at 7.5 µM (by protocol). 0.32% of 300,000 active;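 active means mean activation of at least 10% of the iron chelator positive control signal, with at least half of replicates also reaching 10%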
MrgX1 agonist – agonists of human MrgX1 receptor; Q96LB2; B-score at 10 µM; MrgX1-HEK293 cells, Fluo-4 calcium fluorescence, agonist mode; active compounds read high; 0.44% of 310,000 active;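 active means calcium response B-score plate-corrected fluorescence ratio at least 3 library SD, with starting fluorescence B-score inside 5 SD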
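Test system: Stable human MrgX1 HEK293 cell line | Schedule: Overnight plating before 1 h dye loading | Read-out basis: Baseline-normalised fluorescence change ratio, B-scored | Detection: Kinetic calcium dye fluorescence, Fluo-4 NW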
AI-2 QS modul – Vibrio harveyi AI-2 quorum sensing modulation. AID 2094. activity change, % at 7.5 µM. Vibrio harveyi JMH597 AI-2 luminescence/OD600 ratio, 9 h; active compounds read low; strain lacks LuxN and CqsS sensors; 0 = neutral-control median. 0.4% of 300,000 active; in the data active means activity change below about -75%, passing the limit was not always enough;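 further: luminescence divided by OD600 gain over 9 h not by final OD600 alone; inactives centre near 13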
TRPC4 PAM – allosterically enhances the mouse TRPC4 cation channel. Q9QUQ5. HEK293 TRPC4beta/mu-opioid, DAMGO EC20, Fluo-4 Ca2+ flux; active compounds read high. B-score at 10 µM. 0.42% of 310,000 active. AID 2227;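 active means B-score of calcium response area above 5 SD of library B-scores, with initial fluorescence ratio within 5 SD of library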;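 further: B-score of integrated fluorescence ratio over time as area under calcium response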
TRPC6 activator – activates the mouse TRPC6 cation channel. HEK293-TRPC6 membrane potential dye fluorescence; active compounds read high. B-score at 10 µM. 0.13% of 310,000 active. AID 2550;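 active means B-score of the integrated fluorescence ratio above library mean plus 3 SD, and starting fluorescence ratio within library mean plus 5 SD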;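 further: higher score means more depolarization so channel activation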
PolyA inhibitor – yeast polyadenylation inhibition | S. cerevisiae SKY197-pL101 polyadenylation reporter, beta-gal luminescence; efflux-impaired pdr1/pdr3 knockout yeast; score 100 = 6 SD above DMSO | calls only at 12 µM | 0.02% of 300,000 active | AID 1875;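 active means lowest replicate activity score at least 50, where 100 means six control SD above control mean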;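 further: yeast exposed to compound for 9 h at 30 °C; higher score means more reporter readthrough which indicates perturbed polyadenylation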
TRPC6 inh – blocks the mouse TRPC6 cation channel; B-score at 10 µM; AID 2553; 1.1% of 310,000 active; HEK293-TRPC6, membrane potential dye, ACh-evoked depolarization; active compounds read low; Q61143;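 active means B-score under library mean minus 3 SD, initial fluorescence not abnormally high, positive integrated signal ratio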;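 further: B-score derived from integrated fluorescence ratio over the kinetic read; more negative B-score means stronger inhibition of depolarization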
* = called active by the depositor; i = inactive; · = no result given. Not all compounds are listed; count on the stated rates, not on these rows.

SMILES	TRPC4 inh	TRPC4 act	MrgX1 PAM	MrgX1 antagonist	HIF act	MrgX1 agonist	AI-2 QS modul	TRPC4 PAM	TRPC6 activator	PolyA inhibitor	TRPC6 inh
Cc1ccc(CCC(=O)Nc2ccc(Cl)cc2)o1	i	i	i	i	-0.5	i	-87*	i	i	i	i
C=CCOc1ccc(C(=O)Nc2ccccc2C(=O)N2CCCC2)cc1	i	i	·	·	0.3	·	10	i	i	i	i
COC(=O)c1ccc(CSc2n[nH]c(C)n2)o1	i	i	i	i	0.1	i	17	i	i	i	i
CCCCN1C(=O)/C(=C(/C#N)C(N)=O)c2ccccc21	i	i	i	i	-0.2	i	7	i	i	i	i
COc1ccccc1-n1cc(C(=O)c2cc(Cl)ccc2O)cc(C#N)c1=O	i	i	i	i	-0.2	i	17	i	i	i	i
CN1CCN(C(=O)NC2CCCCC2)CC1	i	i	i	i	0.5	i	34	i	i	i	i
CN1C(=O)/C(=C\C=C2/CCCN2C)N(C)C1=S	i	i	i	i	0.4	i	24	i	i	i	i
CC(c1cccnc1)N(C(=O)Nc1ccccc1)C1CCCCC1 (configuration not stated)	i	i	i	i	0.5	i	21	i	i	i	i
CN(C)c1ccc(CNC(=O)c2ccc(CNc3c(N4CCCCC4)c(=O)c3=O)cc2)cc1	i	i	i	i	-0.3	i	4	i	i	i	i
Cc1ccccc1C(=O)N1CC(=O)Nc2ccc(F)cc2C1c1ccc(F)cc1 (configuration not stated)	i	i	i	i	-0.9	i	15	i	i	i	i

Entries above printed as active in AI-2 QS modul.
Compound	TRPC4 inh	MrgX1 antagonist	AI-2 QS modul	TRPC4 PAM	TRPC6 activator	PolyA inhibitor
Cc1ccc(CCC(=O)Nc2ccc(Cl)cc2)o1	i	i	-87*	i	i	i

Next section:
SMILES	TRPC4 inh	TRPC4 act	MrgX1 PAM	MrgX1 antagonist	HIF act	MrgX1 agonist	AI-2 QS modul	TRPC4 PAM	TRPC6 activator	PolyA inhibitor	TRPC6 inh
O=S(=O)(c1ccc(-c2ccccn2)s1)N1CCC2(CC1)OCCO2	i	i	i	i	0.0	i	19	i	i	i	i
COc1ccc(NC(=O)c2sc3cc(C(F)(F)F)cnc3c2-c2cccs2)cc1	i	i	i	i	-0.6	i	12	i	i	i	i
O=C(CSc1nc(C2CCCCC2)nc2ccccc12)NCc1ccco1	i	i	i	i	-1.2	i	4	i	i	i	i
CC(=O)Nc1ccc(/C(C)=N/NS(=O)(=O)c2ccccc2)cc1	i	i	i	i	1.8	i	13	i	i	i	i
COc1cc(-c2nc(-c3ccc4c(c3)-c3ccccc3S4(=O)=O)c(-c3ccccc3)[nH]2)cc(OC)c1O	i	i	i	i	0.2	i	19	i	i	i	i
CN(c1nc2ccccc2n2c(C3CC3)nnc12)S(=O)(=O)c1ccccc1	i	i	i	i	0.0	i	-3	i	i	i	i
CC(NC(=O)c1ccc(C(C)(C)C)cc1)C(=O)O (configuration not stated)	i	i	i	i	-0.2	i	26	i	i	i	i
Cc1ccnc(NC(=S)N2CCN(c3cccc(C(F)(F)F)c3)CC2)c1	i	i	i	i	0.8	i	·	i	i	i	i
COc1ccc(-c2nc(=S)c3c(n2Cc2cccnc2)CC(C)(C)OC3)cc1	i	i	i	i	0.7	i	12	i	i	i	i
O=C(CCCN1C(=O)/C(=C/c2ccccc2Cl)SC1=S)NNC(=O)c1ccccc1Cl	i	i	i	i	-5.1	i	10	i	i	i	i
Cc1cc(=O)oc2cc(NS(=O)(=O)c3ccc(F)cc3)ccc12	i	i	i	i	-0.3	i	19	i	i	i	i
O=C(NC1CCC(=O)N(CCOc2ccccc2)CC1)OCc1ccccc1 (configuration not stated)	i	i	i	i	-0.7	i	-1	i	i	i	i
COc1cccc(Nc2nc3ccccc3n3cnnc23)c1	i	i	i	i	0.5	i	6	i	i	i	i
Oc1ccccc1N1CCN(c2ncnc3scc(-c4ccccc4)c23)CC1	i	i	i	i	-0.9	i	36	i	i	i	i
CCOc1ccc2c(c1)-c1c(ssc1=S)C(C)(C)N2	i	i	i	i	-0.1	i	15	i	i	i	-5.3*
Cc1ncc([N+](=O)[O-])n1CCOC(=O)Nc1ccc(Cl)c(Cl)c1	i	i	i	i	-0.6	i	6	i	i	i	i
COc1ccc(CCNC(=O)CSc2nc3[nH]ncc3c(=O)n2-c2ccc(C)c(Cl)c2)cc1OC	i	i	·	·	-1.2	·	31	i	i	i	i
COc1ccc(N=C2C(=O)N3CCCc4cccc2c43)cc1	i	i	i	i	392*	i	17	i	i	i	i
Cc1cc(NC(=O)Cc2ccc(Br)cc2)no1	i	i	i	i	0.9	i	-18	i	i	i	i
O=C(Cc1cccc2ccccc12)Nc1ccccc1Br	i	i	i	i	-1.5	i	17	i	i	i	i

Brought forward from above: 2 compounds, followed by the next part.
SMILES	TRPC4 inh	TRPC4 act	MrgX1 PAM	MrgX1 antagonist	HIF act	MrgX1 agonist	AI-2 QS modul	TRPC4 PAM	TRPC6 activator	PolyA inhibitor	TRPC6 inh
Cc1cc(NC(=O)Cc2ccc(Br)cc2)no1	i	i	i	i	0.9	i	-18	i	i	i	i
O=C(Cc1cccc2ccccc12)Nc1ccccc1Br	i	i	i	i	-1.5	i	17	i	i	i	i
Cc1ccc(C)c2[nH]c(=O)c(CCNC(=O)CC(C)(C)C)cc12	i	i	i	i	0.1	i	28	i	i	i	i
Cc1ccc2nc(Cl)c(C3CC(c4ccco4)=NN3C(=O)CCCC(=O)O)cc2c1 (configuration not stated)	i	i	i	i	-0.5	i	19	i	i	i	i
CC(C)NC(=O)C1CCCN(S(=O)(=O)c2cccc3nonc23)C1 (configuration not stated)	i	i	i	i	-0.3	i	2	i	i	i	i
COCCn1c(SCC(=O)Nc2nc(C)c(Cl)cc2Cl)nc2ccccc21	i	i	i	i	1.1	i	69	i	i	i	i
COc1cc(OC)cc(C(=O)NNC(=O)CCc2ccccc2)c1	i	i	i	i	0.5	i	22	i	i	i	i
OCCC1CN(Cc2ccccn2)CCN1C1CCCC1 (configuration not stated)	i	i	i	i	0.2	i	-4	i	i	i	i
COc1cccc(Cn2cnc3c(NS(=O)(=O)c4ccc(Cl)cc4Cl)c(C)c(C)cc32)c1	i	i	i	i	-0.4	i	-2	i	i	i	i
N#Cc1nc(-c2ccccc2F)oc1N1CCCCC1	i	i	i	i	0.7	i	15	i	i	i	i
CCOc1ccccc1N1CC(C(=O)Nc2nccs2)CC1=O (configuration not stated)	i	i	i	i	-0.3	i	11	i	i	i	i
CCOc1ccc(N2C(=O)c3ccccc3C2O)cc1 (configuration not stated)	i	i	i	i	4.2	i	18	i	i	i	i
CS(=O)(=O)N1CCN(c2ccc(NC(=O)c3ccccc3)cc2)CC1	i	i	i	i	4.6	i	1	i	i	i	i
OCCNCCOc1ccc(Cl)c(Cl)c1	i	70*	i	i	-0.4	i	32	i	i	i	i
COc1ccc(S(=O)(=O)N(Cc2cccs2)C2CCCC2)cc1	i	i	i	i	-0.6	i	26	i	i	i	i
FC(F)Oc1ccc(/C=N/n2c(Cc3ccc(Br)cc3)n[nH]c2=S)cc1	i	i	i	i	0.6	i	·	i	i	i	i
CC(=O)N1CCN(c2nc3cc4c(cc3nc2NS(=O)(=O)c2ccccc2)OCCO4)CC1	i	i	i	i	0.2	i	-5	i	i	i	i
O=c1cc(/C=C/c2cccs2)[nH]c2ccccc12	i	i	i	i	0.6	i	26	i	i	i	i
O=C(c1ccccc1F)N1CCC(N2CCCCCC2)CC1	i	i	i	i	-0.2	i	22	i	i	i	i
CCOC(=O)C(C)Sc1nnc(NC(=O)c2cccc([N+](=O)[O-])c2C)s1 (configuration not stated)	i	i	i	i	0.0	i	1	i	i	i	i
Cn1nnnc1SCC(=O)NC(=O)Cc1ccccc1	i	i	i	i	-2.3	i	30	i	i	i	i
Cc1csc(SCC(=O)NC(=O)NC(C)C)n1	i	i	i	i	-0.2	i	11	i	i	i	i
Clc1ccc(-c2csc(N3CCC(c4ccccc4)C3)n2)cc1 (configuration not stated)	i	i	i	i	1.9	i	6	i	i	i	i
CCNc1nc(NCC)n2c(SCC(=O)N3CC4(C)CC3CC(C)(C)C4)nnc2n1 (configuration not stated)	i	i	i	i	-37	i	1	i	i	i	i
CC(C)NC(=S)N/N=C/c1c[nH]c2ccccc12	i	i	i	i	2.0	i	25	i	i	i	i
CCn1c(SCC(=O)N2CCCc3ccccc32)nc2ccccc2c1=O	i	i	i	i	-0.6	i	25	i	i	i	i
N#CC1(NC(=O)COC(=O)Cn2[nH]c(=O)c3ccccc3c2=O)CCCCC1	i	i	i	i	0.0	i	10	i	i	i	i
Cc1cccc(C)c1-n1c(C)cc(/C=N/NC(N)=S)c1C	i	i	i	i	-0.6	i	30	i	i	i	i
CN(Cc1ccc(F)cc1)S(=O)(=O)c1nnc(NC(=O)c2ccccc2)s1	i	i	i	i	-0.7	i	7	i	i	i	i
O=C(NCC1CCCO1)/C(=C\c1ccccc1F)NC(=O)c1ccccc1 (configuration not stated)	i	i	i	i	-15	i	16	i	i	i	i
Cc1cc(C)n(-c2nc3c(c(=O)[nH]c(=O)n3C)n2C(C)C)n1	i	i	i	i	-0.2	i	16	i	i	i	i
CN(CC(=O)Nc1sccc1C#N)C1CCCCC1	i	i	i	i	1.3	i	10	i	i	i	i
O=C(O)/C=C/C(=O)N1CCN(Cc2ccc3c(c2)OCO3)CC1	i	i	i	i	0.4	i	5	i	i	i	i
CCN1C(=O)[C@H]2[C@@H](c3ccc(Cl)cc3)N3C(=O)CN(CCOC)C(=O)[C@@]3(C)[C@H]2C1=O	i	i	i	i	0.2	i	2	i	i	i	i
Cc1cccc(C(=O)N(c2ccccn2)C(C)c2ccco2)c1 (configuration not stated)	i	i	i	i	0.0	i	24	i	i	i	i
CC(C)CNC(=O)C(=O)NN=C1CCCCCC1	i	i	i	i	0.0	i	40	i	i	i	i
CCOC(=O)N1CCC(NC(=O)CN(C)S(=O)(=O)c2cc3c(cc2Cl)NC(=O)CO3)CC1	i	i	i	-5.2*	-0.3	i	-1	i	i	i	i
Cc1ccc(N2CC(NS(=O)(=O)c3cc(F)ccc3F)CC2=O)cc1C (configuration not stated)	i	i	i	i	-0.2	i	29	i	i	i	i
